Compound activity deposited in PubChem by National Center for Advancing Translational Sciences (NCATS).
HepG2 tox: counter-screen for TGF-b inhibitors: cytotoxicity in HepG2 cells; HepG2 CAGA-GFP viability, ATP luminescence, 18 h; Potency, µM (doses to about 46.1 µM), for inactives: top-dose activity change, negative = cytotoxicity, hits mostly cytotoxic; 410,000 compounds, 0.76% hits; further: potency means the concentration at half of the fitted maximal effect; some results filed as inactive show a strong effect at the top dose
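HepG2 CAGA-GFP cells (1000/well, DMEM with 1% FBS) received compound, then TGF-beta at 500 pg/mL final, and were incubated 18 hours at 37 degrees C. Viability was read by CellTiter-Glo luminescence. Media-only wells were set as complete cell-killing and DMSO as no toxicity.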
A549 tox: A549 cytotoxicity, counter-screen for Nrf2 inhibitors; A549 ARE-Fluc cells, CellTiter-Fluor viability, 18-24 h; Potency, µM (series often up to 46 µM), without a hit: top-dose activity change, negative = cytotoxicity, hits mostly inhibitors; 390,000 compounds, 0.16% hits; further: potency means the concentration at half of the fitted maximal effect; on the % scale 0 is the no-effect control and ±100 the full control effect
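A549 ARE-Fluc cells in 5% FBS OPTI-MEM, 5000 cells/well, rested 2 h then exposed to compounds in concentration-response for 18-24 h at 37 °C. Viability by CellTiter-Fluor fluorescence (Ex 405/Em 525) after 30 min; luciferase luminescence (BugLite, 15 min, RT) read afterwards.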
IL2 activator: IL-2 activation; IL-2 activation reporter assay, cell-based qHTS; stimulated with anti-CD3/CD4/CD28 beads; in transgenic mouse T cells; activation, % (series mostly up to about 46 µM); 360,000 compounds, 0.065% hits; AID 652025; in the data active means activation above about 50%; inconclusive means mostly about 30% to 49%; further: 0% is about no effect
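EGFP and DsRed fluorescence is measured by plate cytometry in unstimulated transgenic mouse T cells exposed to compound for 60 minutes, then stimulated 18 hours at 37 degrees C with anti-CD3/anti-CD4 beads plus anti-CD28.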
ATXN2 expr inh: reduces ATXN2 reporter expression in HEK-293 cells. HEK-293 ATXN2-luciferase reporter, luminescence, 24 h. Potency, µM (top dose mostly 57 µM), inactives show top-dose activity change, negative = inhibition, hits mostly inhibitors. 360,000 compounds, 0.72% hits. AID 1745845; further: potency means the concentration at half of the fitted maximal effect; on the % scale 0 is the no-effect control and ±100 the full control effect; nearly all actives have a fitted effect of over 55% in size
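ATXN2-luciferase reporter cells (luciferase flanked by upstream and downstream ATXN2 gene portions) were treated 24 h at 37 °C with compounds at up to 57 uM. SteadyGlo luminescence gave expression; GF-AFC fluorescence gave viability.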
Nrf2 activator: Nrf2 pathway activation | AREc32 ARE-luciferase reporter (MCF7-derived line), luminescence, 24 h | Potency, µM (highest dose often 46.1 µM), for the others: at the top dose activation, most hits filed as activators | 410,000 compounds, 0.31% hits | AID 624171; further: potency means the concentration at half of the fitted maximal effect; % of control where 0% means no effect; nearly all actives have a fitted effect of over 65% in size
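AREc32_Fluc, 1000 cells/well, OPTI-MEM + 5% FBS, o/n 37 deg C 5% CO2; 23 nL cpd by pin tool, 24 hr; Steady-Glo 30 min RT, luminescence.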
EPAC2 agonist: EPAC2 (human) agonism | EPAC2 activation, biochemical qHTS; response scale: 100% = 6.5 mM cAMP response | Potency, µM (titrated, usually from 154 µM), without a hit: at the top dose activation, hits mostly activators | 360,000 compounds, 0.079% hits | AID 720711; further: potency means the concentration at half of the fitted maximal effect; nearly all actives have a fitted effect of over 50% in size
Target sequence (Q8WZA2 whole entry, looked up): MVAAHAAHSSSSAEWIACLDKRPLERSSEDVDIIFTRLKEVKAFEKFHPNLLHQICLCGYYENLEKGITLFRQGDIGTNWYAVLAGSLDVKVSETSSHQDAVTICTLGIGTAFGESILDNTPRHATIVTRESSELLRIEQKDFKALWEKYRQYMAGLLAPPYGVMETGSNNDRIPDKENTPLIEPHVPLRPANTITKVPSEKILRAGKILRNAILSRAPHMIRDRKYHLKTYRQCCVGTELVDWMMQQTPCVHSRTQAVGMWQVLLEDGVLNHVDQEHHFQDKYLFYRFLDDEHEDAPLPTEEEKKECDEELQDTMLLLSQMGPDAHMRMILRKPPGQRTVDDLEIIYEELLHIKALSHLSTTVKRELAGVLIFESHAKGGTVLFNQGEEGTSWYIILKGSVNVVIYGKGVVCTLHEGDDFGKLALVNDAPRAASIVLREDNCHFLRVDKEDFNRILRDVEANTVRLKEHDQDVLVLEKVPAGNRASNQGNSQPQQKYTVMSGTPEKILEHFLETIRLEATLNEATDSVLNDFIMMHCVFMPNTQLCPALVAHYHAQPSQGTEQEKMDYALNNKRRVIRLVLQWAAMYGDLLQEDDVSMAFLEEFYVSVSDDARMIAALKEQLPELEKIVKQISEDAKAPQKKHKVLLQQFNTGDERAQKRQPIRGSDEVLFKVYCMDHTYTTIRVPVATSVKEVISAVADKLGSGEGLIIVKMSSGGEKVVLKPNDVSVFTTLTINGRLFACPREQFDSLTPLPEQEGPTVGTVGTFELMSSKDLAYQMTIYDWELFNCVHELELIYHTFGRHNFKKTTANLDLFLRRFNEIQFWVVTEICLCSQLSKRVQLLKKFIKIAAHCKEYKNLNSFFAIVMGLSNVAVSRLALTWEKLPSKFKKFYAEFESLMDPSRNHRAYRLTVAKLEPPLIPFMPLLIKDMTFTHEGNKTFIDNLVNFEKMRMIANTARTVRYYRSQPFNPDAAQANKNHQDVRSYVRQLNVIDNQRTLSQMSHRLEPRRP
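Setup: EPAC2 100 nM, labeled Rap1B complex 250 nM, free GDP 50 uM. Compound titrations pinned in, brief spin, 5 min room temperature incubation. Kinetic fluorescence read over 30 min, normalized to 6.5 mM cAMP.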
ATXN viability: reduces viability in counter-screen for ATXN expression inhibitors; S2 cells (HEK-293 line with an ATXN2-luciferase reporter) viability, CellTiter-Fluor protease fluorescence, 24 h; Potency, µM (top dose mostly 56.7 µM), hits mostly cytotoxic; 400,000 compounds, 0.49% hits; further: potency means the concentration at half of the fitted maximal effect; nearly all actives have a fitted effect of over 40% in size
TGFb inhibitor: inhibitors of TGF-b signaling | HepG2 CAGA-GFP TGF-b/SMAD3 reporter, GFP fluorescence, 18 h; TGF-beta stimulated, 500 pg/mL final | Potency, µM (top dose mostly 46.1 µM), without a hit: top-dose activity, negative = inhibition, usual class: inhibitors | 410,000 compounds, 1.2% hits | AID 588855; further: potency means the concentration at half of the fitted maximal effect; on the % scale 0 is the no-effect control and ±100 the full control effect; nearly all actives have a fitted effect of over 65% in size
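First, reporter cells (HEPG2 CAGA-GFP) rested 2 h at 37 degrees C. Next, compounds were pinned in and TGF-beta added to 500 pg/mL final. After 18 h, GFP was imaged per cell and summed per well.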
Nrf2 block: Nrf2 pathway inhibition; Potency, µM (series often up to 46 µM), for inactives: top-dose activity change, negative = inhibition, hits mostly inhibitors; A549 ARE-Fluc reporter, luciferase luminescence, 18-24 h; 360,000 compounds, 2.1% hits; further: potency means the concentration at half of the fitted maximal effect; on the % scale 0 is the no-effect control and ±100 the full control effect; nearly all actives have a fitted effect of over 60% in size
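Concentration-response testing used A549 ARE_Fluc cells at 5000 cells/well. Following an 18-24 h compound incubation, viability was read by fluorescence (Ex 405/Em 525) and luciferase output by luminescence.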
An asterisk follows results filed as active; i = inactive; ? = inconclusive; · = not tested or not shown; [ ] = dose if it differs, or a comment. Unless noted, the call rests on the fitted dose curve; in most records, active means well fitted curve in the direction sought with a large enough effect; inconclusive means small, poorly fitted or top-dose-only effect, or another doubt; inactive means no such curve, though single readings can be large; an effect the other way counts as inactive or inconclusive.

SMILES	HepG2 tox	A549 tox	IL2 activator	ATXN2 expr inh	Nrf2 activator	EPAC2 agonist	ATXN viability	TGFb inhibitor	Nrf2 block
Cn1c(=O)oc2cc(S(=O)(=O)NC(Cc3ccccc3)C(=O)NCc3ccccc3Cl)ccc21 (configuration not stated)	-8%	0%	·	-7%	4.9%	·	i	-8%	-9%
Cn1c(N)c(C(=O)COC(=O)/C=C/c2ccc(F)cc2)c(=O)n(C)c1=O	-2%	1%	-2.7	1%	-0.2%	-3%	i	-22%	-13%
Cc1cccc(CSc2ccc3nnc(-c4cccnc4)n3n2)c1	25%	-2%	1.1	3%	4.1%	1%	i	5%	5%
COc1ccc(N(CC(=O)Nc2c(C)n(C)n(-c3ccccc3)c2=O)S(=O)(=O)c2ccc(C)cc2)cc1	-15%	10%	1.4	-9%	2.4%	6%	i	-2%	-7%
CCCC(=O)NCc1nc2ccccc2n1CC(=O)c1ccccc1	-7%	-5%	-1.0	0%	-0.3%	1%	i	-7%	1%
O=C(O)c1ccc([N+](=O)[O-])cc1-c1cc([N+](=O)[O-])ccc1C(=O)O	5%	-1%	-0.5	2%	0.1%	6%	i	20%	-2%
CC(=O)Nc1ccc(S(=O)(=O)N/N=C/c2ccc(C)o2)cc1	-11%	5%	-2.5	-16%	-0.5%	12%	i	-14%	4%
CCN(c1ccc(OC)cc1)S(=O)(=O)c1ccc2c(c1)CCN2C(=O)CCC(=O)O	0%	-3%	1.2	2%	0.2%	6%	i	-19%	-29%
CCOC(=O)C(C(=O)OCC)C(C(=O)OCC)N1CCOCC1 (configuration not stated)	-28%	-7%	-6.0	?	-0.2%	2%	?	3%	3%
CCOC(=O)[C@]12CCCC=C1N(Cc1cccc3ccccc13)C(=O)[C@H](CC(=O)N1CCN(C(=O)C3CC3)CC1)C2	·	·	-0.5	-8%	-0.1%	6%	?	·	·
CCOc1ccccc1C(=O)N1CCCCC1C (configuration not stated)	-1%	-4%	-1.5	2%	-0.4%	6%	i	7%	-1%
CCOC(=O)CN1CC(C)(C)N(CC(=O)OCC)CC1(C)C	3%	1%	-3.4	2%	0.3%	-5%	?	1%	5%
COc1ccc(Br)cc1CNC(=O)c1ccc2c(c1)nc1n2CCCCC1	-15%	-7%	·	·	-0.6%	·	·	38%[activator]	·
COc1cc(/C=N/Nc2ncc(C(F)(F)F)cc2Cl)cc(OC)c1OC	-1%	12%	0.3	·	-0.1%	-5%	i	-29%	?
COc1ccc(OC)c(NC(=O)c2nc3ccccc3s2)c1	-1%	4%	-6.4	48%[activator]	8.3%	8%	·	5%	2%
CCOC(=O)C1CCCN(S(=O)(=O)c2c(C)c(C)cc(C)c2C)C1 (configuration not stated)	9%	-4%	-0.8	-4%	-0.1%	12%	i	-9%	-8%
COC(=O)C1CCN(C(=O)C23CCC(C)(C(=O)O2)C3(C)C)CC1 (configuration not stated)	0%	-8%	0.2	13%	0.5%	3%	?	0%	?
CCCN(CCC)CCNC(=O)c1cc2c(=O)oc3ccc(C)cc3c2s1	-11%	0%	·	1%	-0.9%	·	i	?	20%
CCCCN(C(=O)C1CCCC1)c1c(N)n(CCC)c(=O)[nH]c1=O	-31%	0%	-4.0	4%	-0.2%	0%	i	-2%	1%
Cc1ccc(C)c(/C(O)=C2/C(=O)C(=O)N(CCN3CCOCC3)C2c2ccc(C)o2)c1 (configuration not stated)	-15%	1%	-0.6	7%	4.3%	-8%	?	1%	4%
CCC1CC(C)(C(=O)Nc2ccc(S(N)(=O)=O)cc2)OC1=O (configuration not stated)	5%	-1%	-2.9	0%	0.3%	2%	i	21%	18%
CC(C)Oc1ccc(S(=O)(=O)N2CCOCC2)cc1NC(=O)c1cc([N+](=O)[O-])ccc1N1CCOCC1	-4%	-1%	3.4	7%	-0.5%	6%	i	-5%	0%
CCN1C(=NCCc2cccnc2)N[C@@H](c2ccccc2)[C@H](C(=O)OC)[C@H]1C	-4%	-2%	-0.6	9%	0.4%	7%	i	-2%	22%
CCOC(=O)c1cnn(-c2ccc(C(=O)Nc3ccc(OC(F)(F)F)cc3)cc2)c1N	-16%	-7%	·	-2%	-0.1%	·	i	15%	·
COc1ccccc1NC(=O)CSc1sc2c(O)cc(=O)[nH]c2c1C#N	-4%	6%	-1.2	-3%	0.6%	7%	i	-7%	2%
COc1cc2ccccc2cc1C(=O)N(CCN(C)C)c1nc2c(C)cccc2s1	-27%	-3%	-3.9	-18%	5.3%	6%	i	?	13%
CN(C(=O)COC(=O)c1cccc(S(=O)(=O)N2CCOCC2)c1)C1CCS(=O)(=O)C1 (configuration not stated)	8%	4%	-3.2	-4%	0.1%	-1%	i	18%	8%
COC(=O)c1ccc2oc(=O)c(S(=O)(=O)c3ccc(C)cc3)cc2c1	-8%	0%	·	8%	?	·	·	1%	4%
Cc1ccccc1-c1cc(C(=O)NCc2ccc(OC(F)(F)F)cc2)n(CC2CC(c3cccnc3)=NO2)n1 (configuration not stated)	-7%	-25%	0.9	0%	-2.6%	-1%	i	?	21µM*
COc1ccccc1NS(=O)(=O)c1cccc(C(=O)OCC(=O)NC2CC2)c1	7%	-11%	-3.3	-2%	-0.1%	1%	?	-3%	0%
O=[N+]([O-])c1ccccc1CS(=O)(=O)c1ccccc1	-10%	7%	-0.4	14%	1.5%	8%	i	-5%	-14%
CCOc1ccc(N(CC(=O)N/N=C/c2cccnc2)S(C)(=O)=O)cc1	3%	1%	-0.5	2%	-1.0%	5%	i	6%	40%
COc1ccccc1NC(=O)Cc1csc(N)n1	3%	-2%	-2.8	-3%	0.6%	-4%	i	1%	10%
COc1cccc(C(=O)Nc2ccc3c(c2)OCO3)c1OC	-24%	1%	-1.6	2%	-0.4%	7%	i	-14%	?
Cc1sc2nc(SCCN(C)C)n(-c3ccccc3)c(=O)c2c1-c1ccc(F)cc1	-31%	-15%	-0.3	-31%	3.1%	19%	?	3%	4%
CC(=O)Nc1ccc(Oc2cc(C#N)c(C#N)cc2N2CCCCCC2)cc1	0%	-23%	0.0	-18%	3.0%	7%	?	-38%	?
COc1cc(OC)nc(C(NC(=O)C2CCN(Cc3ccc(Oc4ccccc4)cc3)CC2)c2ccccc2C)n1 (configuration not stated)	-27%	·	-0.8	0%	-0.1%	19%	?	-28%	·
COc1ccc(C(C[N+](=O)[O-])c2c(C)[nH]c3ccccc23)cc1OC (configuration not stated)	2%	-8%	-2.8	7%	5.5%	-2%	i	-7%	?
Cn1c(=O)[nH]c(=O)c2c1nc1n2CC(O)CN1c1ccccc1 (configuration not stated)	-6%	-4%	-0.1	-17%	0.3%	6%	i	-1%	-7%
Cc1nc(NC(=O)c2cnccn2)ccc1Br	1%	-1%	-2.3	26%	-0.5%	1%	i	0%	?
Cc1ccc(S(=O)(=O)N(C)C)cc1-n1c(SCC(=O)Nc2ccc(F)c(F)c2F)nc2ccccc2c1=O	13%	-7%	-0.2	-3%	-0.3%	2%	i	0%	-3%
Nc1nc(SCc2c(F)cccc2Cl)[nH]c(=O)c1-c1ccccc1	-1%	-10%	1.1	-9%	0.1%	0%	i	-15%	·
CCCCCc1c(C)c(C#N)c2nc3ccccc3n2c1-n1ccnc1C	-78%	1%	9.8	-1%	-0.6%	-8%	i	8%	-3%
O=S(=O)(NC1CCCC1)c1ccc(S(=O)(=O)N2CCc3ccccc32)cc1	4%	?	-2.6	?	2.7%	9%	?	?	15µM*
Cc1ccnc(NC(c2cc(C)ccc2O)c2ccc3cccnc3c2O)c1 (configuration not stated)	-48%	-2%	·	·	16%	·	·	·	?
CN(C)C(=S)Nc1ccc2ccccc2c1	-15%	4%	-0.3	-9%	2.1%	5%	i	-12%	0%
COc1ccc(Cl)cc1C(=O)Nc1ccc(N(C)C(C)=O)cc1	-3%	-7%	-0.4	7%	6.8%	-1%	i	7%	-8%
CN(C)Cc1cn(CCC(=O)O)c2ccccc12	-11%	3%	-3.5	7%	-0.5%	-5%	i	1%	5%
COc1ccc(-c2cc(C(=O)OCC(=O)c3cccc(OC)c3)c3cccc(Cl)c3n2)cc1	4%	0%	·	15%	-0.1%	·	i	-10%	?
Cc1nn(C(C)C(=O)N2CCOCC2)c(=O)c2nn(-c3ccccc3)c(C)c12 (configuration not stated)	0%	-1%	-0.5	·	0.6%	5%	i	4%	?
CCCNC(=O)C(Cc1ccc(C(F)(F)F)cc1)NC(=O)c1ccc2ccccc2n1 (configuration not stated)	-33%	-2%	0.5	-7%	-1.2%	-9%	?	-9%	-25%
CCN(c1ccc(NC(=O)COC(=O)/C=C/c2cccs2)cc1)C(C)C	4%	1%	-0.3	-10%[11.3 µM]	1.6%	18%	i	26%	9%

Part of the list above, reformatted.
smiles: Cc1cccc(CSc2ccc3nnc(-c4cccnc4)n3n2)c1
  HepG2 tox: 25% | A549 tox: -2% | IL2 activator: 1.1 | ATXN2 expr inh: 3% | Nrf2 activator: 4.1% | EPAC2 agonist: 1% | ATXN viability: i | TGFb inhibitor: 5% | Nrf2 block: 5%
smiles: CCCN(CCC)CCNC(=O)c1cc2c(=O)oc3ccc(C)cc3c2s1
  HepG2 tox: -11% | A549 tox: 0% | IL2 activator: · | ATXN2 expr inh: 1% | Nrf2 activator: -0.9% | EPAC2 agonist: · | ATXN viability: i | TGFb inhibitor: ? | Nrf2 block: 20%
smiles: CC(=O)Nc1ccc(Oc2cc(C#N)c(C#N)cc2N2CCCCCC2)cc1
  HepG2 tox: 0% | A549 tox: -23% | IL2 activator: 0.0 | ATXN2 expr inh: -18% | Nrf2 activator: 3.0% | EPAC2 agonist: 7% | ATXN viability: ? | TGFb inhibitor: -38% | Nrf2 block: ?
